Assay outcomes from PubChem.
Fam108B counter: mouse Fam108B serine hydrolase inhibitors, primary screen, counter-screen for RBBP9 inhibitor project, biochemical, fluorescence polarization; 0.33% of 300,000 active; recombinant Fam108B, FP-Rh probe fluorescence polarization; inhibition, % at 9.51 µM;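 active means inhibition above the screen mean inhibition plus 3 SD, computed separately per campaign, cut at about 18% in these data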;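 further: inhibitors lower polarization as less probe binds the enzyme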
PAD4 inh: human PAD4 inhibitors, primary screen, biochemical, fluorescence polarization, 1536-well format; recombinant PAD4, RCA probe fluorescence polarization; inhibition, % at 6.36 µM; 0.41% of 330,000 active; AID 485272, 2010;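 active means percent inhibition above a cutoff equal to the mean of all tested compounds plus 3 SD, cut at about 15% in these data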;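 further: 0% = PAD4 with RCA probe and DMSO and 100% = probe without PAD4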
TPT1 inhibitor: Candida albicans TPT1 enzyme inhibitors, primary screen, biochemical, fluorescence polarization | tRNA 2'-phosphotransferase TPT1 (Candida albicans SC5314) | recombinant caTPT1, FP RNA substrate dephosphorylation | inhibition, % at 5 µM | 0.81% of 300,000 active;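 active means inhibition above the mean of all tested compounds plus 3 SD, set per screening campaign, cut at about 24% in these data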;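 further: plate controls were DMSO alone for no effect and ferristatin control at 100 nM for full effect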
PME-1 inh: PME-1 inhibitors via competitive probe labeling, primary screen, biochemical, fluorescence polarization, FP-Rh probe, HTS. AID 2130, 2009. 0.53% of 320,000 active. inhibition, % at 5.9 µM. recombinant PME-1. Protein phosphatase methylesterase 1 (Homo sapiens), Q9Y570;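 active means inhibition above the campaign mean of all compounds plus 3 SD, cut at about 26% in these data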;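 further: competitive labeling of PME-1 active site by serine hydrolase directed probe; 0% = PME-1 with DMSO and 100% = wells lacking PME-1 enzyme; inhibitors block probe labeling so polarization falls and inhibition rises; many of its hits are not listed in these tables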
Target sequence (Q9Y570 whole entry, looked up): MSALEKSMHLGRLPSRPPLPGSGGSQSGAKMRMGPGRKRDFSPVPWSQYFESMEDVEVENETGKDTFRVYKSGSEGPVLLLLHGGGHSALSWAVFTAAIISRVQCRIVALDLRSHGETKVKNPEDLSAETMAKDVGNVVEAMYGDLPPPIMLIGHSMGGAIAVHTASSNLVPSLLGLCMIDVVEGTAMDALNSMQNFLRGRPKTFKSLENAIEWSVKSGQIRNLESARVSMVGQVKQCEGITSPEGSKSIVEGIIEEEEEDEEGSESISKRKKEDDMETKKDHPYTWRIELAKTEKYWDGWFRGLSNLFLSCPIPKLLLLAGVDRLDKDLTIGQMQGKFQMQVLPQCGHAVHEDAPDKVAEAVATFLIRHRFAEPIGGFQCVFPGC
GSTO1 counter: inhibitors of recombinant GSTO1, primary screen, counter-screen for RBBP9 inhibitor project, biochemical, fluorescence polarization | inhibition, % at 5.96 µM | activity-based probe fluorescence polarization | Glutathione S-transferase omega-1 (Homo sapiens), P78417 | 1.1% of 300,000 active;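 active means inhibition above the campaign mean inhibition plus 3 SD, cut at about 35% in these data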;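 further: 0% = GSTO1-1 with DMSO and 100% = wells lacking GSTO1-1 enzyme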
BCLXL inh: inhibitors of human Bcl-xL, primary screen, biochemical, fluorescence polarization, HTS | Bcl-2-like protein 1 (Homo sapiens), Q07817 | GST-Bcl-xL / FITC-Bim BH3 peptide fluorescence polarization | inhibition, % at 10.9 µM | 0.7% of 320,000 active | AID 2129, 2009;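 active means inhibition above the mean of all tested compounds plus 3 SD, cutoff set per campaign, cut at about 30% in these data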;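 further: 0% = DMSO wells and 100% = unlabeled Bim-BH3 peptide competitor; inhibitors lower millipolarization by displacing the labeled peptide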
Target sequence (Q07817 whole entry, looked up): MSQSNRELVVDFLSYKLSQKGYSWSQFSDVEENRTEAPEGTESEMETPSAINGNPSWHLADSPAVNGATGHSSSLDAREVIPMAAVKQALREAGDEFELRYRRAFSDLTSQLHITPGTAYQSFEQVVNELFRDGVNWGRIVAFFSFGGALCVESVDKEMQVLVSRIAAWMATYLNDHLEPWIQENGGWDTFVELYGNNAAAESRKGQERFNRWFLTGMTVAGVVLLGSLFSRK
MCL1 BIM primary: inhibitors of MCL1 binding to BIM-BH3, primary screen, biochemical, fluorescence polarization; Induced myeloid leukemia cell differentiation protein Mcl-1 (Homo sapiens), Q07820; GST-MCL1 / FITC-Bim-BH3 fluorescence polarization; inhibition, % at 10.9 µM; 0.68% of 320,000 active; AID 2057, 2009;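 active means inhibition above the mean inhibition of all tested compounds plus 3 SD, set per campaign, cut at about 40% in these data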;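 further: 0% = DMSO wells and 100% = unlabeled Bim-BH3 peptide control; higher means more loss of mP so more displacement of Bim peptide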
GLD-1 TGE inh: GLD-1/TGE RNA complex disruptors, primary screen, biochemical, fluorescence polarization; Female germline-specific tumor suppressor gld-1 (Caenorhabditis elegans), Q17339; purified GLD-1 + fluorescein TGE RNA; inhibition, % at 5.96 µM; 0.44% of 320,000 active; AID 2280, 2010;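 active means percent inhibition above a per-plate cutoff, the plate mean of test compounds plus 3 SD, cut at about 30% in these data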;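 further: 0% = DMSO wells with GLD-1 and probe and 100% = wells lacking GLD-1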
MEX-5 binding: MEX-5 zinc finger RNA-binding disruptors – biochemical, C. elegans, fluorescence polarization, MLPCN library, primary screen; Zinc finger protein mex-5 (Caenorhabditis elegans), Q9XUB2; MEX-5/FITC-TCR2 RNA binding; hits give low values; activity score (negative = inhibition of binding), % at 10 µM; 0.38% of 300,000 active;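 active means inhibition past about -25% in most replicates, and total fluorescence under double the plate's negative control median, limit read from the data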;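 further: 0% = DMSO and -100% = 5 µM competing unlabeled TCR2 RNA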
Target sequence (Q9XUB2 whole entry, looked up): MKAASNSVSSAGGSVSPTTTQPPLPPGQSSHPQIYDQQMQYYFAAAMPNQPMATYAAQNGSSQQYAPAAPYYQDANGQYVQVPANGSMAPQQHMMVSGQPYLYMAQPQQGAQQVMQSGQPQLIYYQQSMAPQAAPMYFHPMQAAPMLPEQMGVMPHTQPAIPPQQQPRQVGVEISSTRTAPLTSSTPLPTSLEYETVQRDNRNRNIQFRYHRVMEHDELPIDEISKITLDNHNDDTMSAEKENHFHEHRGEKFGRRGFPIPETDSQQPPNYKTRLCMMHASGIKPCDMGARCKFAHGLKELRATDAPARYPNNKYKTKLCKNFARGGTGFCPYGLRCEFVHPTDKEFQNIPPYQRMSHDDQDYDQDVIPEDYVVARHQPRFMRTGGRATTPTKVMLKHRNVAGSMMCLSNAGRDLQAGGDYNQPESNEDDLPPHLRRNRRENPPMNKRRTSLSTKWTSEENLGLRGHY
* hit, by the source's call.

`O=C(c1ccc(F)cc1)N1CCC(N2CCOCC2)CC1` gave Fam108B counter 1, PAD4 inh 1, TPT1 inhibitor -2, PME-1 inh 5, GSTO1 counter 1, BCLXL inh 1, MCL1 BIM primary -5, GLD-1 TGE inh -5 and MEX-5 binding 1.0.
For CCCn1cccc(C(=O)Nc2ccc(OC)cc2)c1=O the results were Fam108B counter 2, PAD4 inh 3, TPT1 inhibitor 3, PME-1 inh -6, GSTO1 counter 1, BCLXL inh 1, MCL1 BIM primary -2, GLD-1 TGE inh -4 and MEX-5 binding 2.9.
`O=C(Cc1ccc([N+](=O)[O-])cc1)Nc1ccc(Cl)cc1` gave Fam108B counter 0, PAD4 inh 0, TPT1 inhibitor 2, PME-1 inh 5, GSTO1 counter 6, BCLXL inh -5, MCL1 BIM primary -10, GLD-1 TGE inh 0 and MEX-5 binding 0.6.
Screening Cc1ccc(NC(=O)NC(=O)CN2CCCC2c2ccc3c(c2)OCCO3)cc1C (stereo not drawn) returned PAD4 inh 2, PME-1 inh -3, BCLXL inh -3, MCL1 BIM primary -4 and GLD-1 TGE inh -8.
N#Cc1c(N)c(C(=O)c2ccccc2)n2ccccc12 was read as Fam108B counter 0, PAD4 inh 7, TPT1 inhibitor 0, PME-1 inh 1, GSTO1 counter 10, BCLXL inh 6, MCL1 BIM primary -6, GLD-1 TGE inh 7 and MEX-5 binding 0.9.
`CCCCc1ncc(CN2CCN(Cc3ccc(C)cc3)C(CCO)C2)[nH]1` (stereo not drawn) gave Fam108B counter 2, PAD4 inh -1, TPT1 inhibitor -1, PME-1 inh -1, GSTO1 counter -2, BCLXL inh 5, MCL1 BIM primary 5, GLD-1 TGE inh 0 and MEX-5 binding 3.4.
CN(C(=O)CSc1nnc(-c2n[nH]c3ccccc23)o1)c1ccccc1 was read as Fam108B counter 1, PAD4 inh -4, TPT1 inhibitor -2, PME-1 inh -7, GSTO1 counter 5, BCLXL inh 7, MCL1 BIM primary 15, GLD-1 TGE inh 6 and MEX-5 binding 2.5.
Screening CC(C)NS(=O)(=O)c1ccc(NC(=S)NC(=O)c2cccc([N+](=O)[O-])c2)cc1 returned Fam108B counter 0, PAD4 inh -1, TPT1 inhibitor -2, PME-1 inh 5, GSTO1 counter -1, BCLXL inh 12, MCL1 BIM primary 21, GLD-1 TGE inh 9 and MEX-5 binding 0.7.
Screening COCCN=C1Sc2nc3ccc(C)cc3cc2CN1Cc1ccco1 returned Fam108B counter -2, PAD4 inh -4, TPT1 inhibitor -7, PME-1 inh 4, GSTO1 counter -7, BCLXL inh 8, MCL1 BIM primary 12, GLD-1 TGE inh 1 and MEX-5 binding 1.0.
Cc1onc(-c2ccccc2)c1NC(=O)Nc1ccc(OC(F)F)cc1 was read as Fam108B counter -3, PAD4 inh -5, TPT1 inhibitor -2, PME-1 inh -1, GSTO1 counter -8, BCLXL inh 0, MCL1 BIM primary 1, GLD-1 TGE inh -1 and MEX-5 binding 3.1.
For COc1cc(CNc2ccc3[nH]c(=O)[nH]c3c2)ccc1OCc1ccccc1C the results were Fam108B counter 3, PAD4 inh 4, TPT1 inhibitor 0, PME-1 inh 9, GSTO1 counter 2, BCLXL inh 5, MCL1 BIM primary 10, GLD-1 TGE inh 1 and MEX-5 binding -1.0.
For COc1cccc(C2C(C#N)=C(N)N(N(C)C)C3=C2C(=O)CCC3)c1 (stereo not drawn) the results were Fam108B counter -1, PAD4 inh 1, TPT1 inhibitor 1, PME-1 inh 3, GSTO1 counter 4, BCLXL inh 12, MCL1 BIM primary 8, GLD-1 TGE inh 8 and MEX-5 binding 0.2.
For CCOc1ncccc1C(=O)OCc1ccc(Cl)cc1 the results were Fam108B counter 8, PAD4 inh -2, TPT1 inhibitor -2, PME-1 inh -2, GSTO1 counter 3, BCLXL inh 2, MCL1 BIM primary 2, GLD-1 TGE inh -1 and MEX-5 binding -2.1.
`COc1ccc(CCC(=O)NCCNC(=O)CCc2ccc(OC)cc2)cc1` gave Fam108B counter 4, PAD4 inh 3, TPT1 inhibitor 1, PME-1 inh 5, GSTO1 counter 2, BCLXL inh 3, MCL1 BIM primary 4, GLD-1 TGE inh 1 and MEX-5 binding 1.0.
Screening O=C(NC1=NCCS1)c1ccc(Cl)cc1 returned Fam108B counter 2, PAD4 inh 3, TPT1 inhibitor 1, PME-1 inh 0, GSTO1 counter -7, BCLXL inh 4, MCL1 BIM primary -9, GLD-1 TGE inh 13 and MEX-5 binding 0.4.
`O=S(=O)(NCc1cccnc1)c1ccc(Cl)c2ccccc12` gave Fam108B counter -3, PAD4 inh 2, TPT1 inhibitor -3, PME-1 inh 7, GSTO1 counter 7, BCLXL inh 2, MCL1 BIM primary -2, GLD-1 TGE inh 10 and MEX-5 binding 1.8.
Screening Cc1ccc(C(=O)O/N=C(\N)c2ccc(C(F)(F)F)cn2)cc1 returned Fam108B counter -5, PAD4 inh 2, TPT1 inhibitor 0, PME-1 inh 3, GSTO1 counter -3, BCLXL inh 5, MCL1 BIM primary 4, GLD-1 TGE inh 3 and MEX-5 binding 2.1.
`CCOC(=O)C1=C(CN2CCOCC2)NC(=O)NC1c1cccc([N+](=O)[O-])c1` (stereo not drawn) gave Fam108B counter 0, PAD4 inh 2, TPT1 inhibitor -1, PME-1 inh -1, GSTO1 counter 24, BCLXL inh 7, MCL1 BIM primary 6, GLD-1 TGE inh 2 and MEX-5 binding 0.9.
Screening CC(=O)c1ccc(NC(=S)NCCCn2ccnc2)cc1 returned Fam108B counter 0, PAD4 inh -5, TPT1 inhibitor 0, PME-1 inh 4, GSTO1 counter -3, BCLXL inh 4, MCL1 BIM primary 10, GLD-1 TGE inh -1 and MEX-5 binding 2.5.
For CC1=C(C(=O)OCc2ccccc2)C(c2cccc(Br)c2)NC(=O)N1 (stereo not drawn) the results were Fam108B counter 2, PAD4 inh -3, TPT1 inhibitor -4, PME-1 inh 3, GSTO1 counter 1, BCLXL inh 7, MCL1 BIM primary 7, GLD-1 TGE inh 3 and MEX-5 binding 0.7.
For CN(Cc1ccccc1)S(=O)(=O)c1ccc(NC(=O)C2CCCO2)cc1 (stereo not drawn) the results were Fam108B counter 0, PAD4 inh 0, TPT1 inhibitor 1, PME-1 inh 3, GSTO1 counter 3, BCLXL inh 4, MCL1 BIM primary -3, GLD-1 TGE inh 1 and MEX-5 binding -0.3.
Screening Cc1ccccc1NC(=O)Cc1nc(COC(=O)CCNS(=O)(=O)c2ccccc2)cs1 returned Fam108B counter -1, PAD4 inh -9, TPT1 inhibitor -1, PME-1 inh 2, GSTO1 counter -3, BCLXL inh -2, MCL1 BIM primary -2, GLD-1 TGE inh 0 and MEX-5 binding -0.1.
For Cc1ccc(C(=O)c2cc([N+](=O)[O-])ccc2N2CCOCC2)cc1C the results were Fam108B counter -3, PAD4 inh -7, TPT1 inhibitor -1, PME-1 inh 2, GSTO1 counter -6, BCLXL inh -4, MCL1 BIM primary -6, GLD-1 TGE inh -5 and MEX-5 binding -1.0.
S=c1[nH]nc(CCSCc2ccccc2)n1-c1ccccc1 was read as Fam108B counter -5, PAD4 inh 3, TPT1 inhibitor -1, PME-1 inh -1, GSTO1 counter -4, BCLXL inh -12, MCL1 BIM primary -12, GLD-1 TGE inh -11 and MEX-5 binding -1.1.
Screening CCC(CC)c1nnc(NC(=O)c2cc(-c3ccccc3)nc3ccccc23)s1 returned Fam108B counter -9, PAD4 inh -2, TPT1 inhibitor -2, PME-1 inh -6, GSTO1 counter -26, BCLXL inh 3, MCL1 BIM primary 3, GLD-1 TGE inh 3 and MEX-5 binding -0.5.
Screening Cc1cccc(NC(=O)CN2C(=O)C(C)Oc3ccccc32)n1 (stereo not drawn) returned Fam108B counter 3, PAD4 inh -7, TPT1 inhibitor 3, PME-1 inh -2, GSTO1 counter -9, BCLXL inh 2, MCL1 BIM primary -1, GLD-1 TGE inh -5 and MEX-5 binding 0.9.
Cc1cc(C)c2nc(N3CCN(C)CC3)c(C#N)cc2c1 was read as Fam108B counter 4, PAD4 inh 3, TPT1 inhibitor -2, PME-1 inh -2, GSTO1 counter 0, BCLXL inh -2, MCL1 BIM primary -1, GLD-1 TGE inh 6 and MEX-5 binding 2.0.
For COc1ccc(-n2c(COc3ccc(C)cc3)nnc2SCc2ccc(C#N)cc2)cc1 the results were Fam108B counter -2, PAD4 inh -2, TPT1 inhibitor -1, PME-1 inh 1, GSTO1 counter 0, BCLXL inh -13, MCL1 BIM primary -9, GLD-1 TGE inh 3 and MEX-5 binding -1.2.
Cc1cc(-c2n[nH]c(=S)n2/N=C/c2ccco2)n[nH]1 was read as Fam108B counter 11, PAD4 inh 6, TPT1 inhibitor -3, PME-1 inh 0, GSTO1 counter -4, BCLXL inh -14, MCL1 BIM primary -1, GLD-1 TGE inh 3 and MEX-5 binding 2.5.
O=C(NC1CCSc2ccccc21)c1ccccc1F (stereo not drawn) was read as Fam108B counter -4, PAD4 inh -7, TPT1 inhibitor -1, PME-1 inh -8, GSTO1 counter 8, BCLXL inh 0, MCL1 BIM primary -6, GLD-1 TGE inh -2 and MEX-5 binding -1.5.
For CN1C(=O)CSc2ccc(NC(=O)NCc3ccccc3)cc21 the results were Fam108B counter 1, PAD4 inh -7, TPT1 inhibitor -2, PME-1 inh 5, GSTO1 counter 0, BCLXL inh 4, MCL1 BIM primary 9, GLD-1 TGE inh -4 and MEX-5 binding -0.6.
Screening CN(C)c1ccc(-c2nn3c(C4CCCCC4)nnc3s2)cc1 returned Fam108B counter 6, PAD4 inh -4, TPT1 inhibitor 4, PME-1 inh 26, GSTO1 counter 1, BCLXL inh -1, MCL1 BIM primary 2, GLD-1 TGE inh -5 and MEX-5 binding -1.9.
O=C(Nc1ccccc1C(=O)O)c1cc(S(=O)(=O)N2CCCCC2)cs1 was read as Fam108B counter -1, PAD4 inh -6, TPT1 inhibitor -10, PME-1 inh 0, GSTO1 counter -12, BCLXL inh 1, MCL1 BIM primary -9, GLD-1 TGE inh 4 and MEX-5 binding -2.0.
COc1ccc(C(=O)N/C(=C\c2ccc(Cl)cc2)C(=O)NCC2CCCO2)cc1 (stereo not drawn) was read as Fam108B counter 2, PAD4 inh -3, TPT1 inhibitor -5, PME-1 inh 3, GSTO1 counter 4, BCLXL inh -1, MCL1 BIM primary 15, GLD-1 TGE inh 10 and MEX-5 binding -2.2.
`Cc1ccc(-c2csc(NC(=O)c3cc([N+](=O)[O-])ccc3N3CCOCC3)n2)cc1` gave Fam108B counter -1, PAD4 inh -1, TPT1 inhibitor 4, PME-1 inh -6, GSTO1 counter 0, BCLXL inh 4, MCL1 BIM primary 0, GLD-1 TGE inh -3 and MEX-5 binding -0.2.

Not all compounds are listed, so the mix of outcomes need not match the whole.
